TbPYK inhibitor: inhibitors of Trypanosoma brucei pyruvate kinase; TbPYK enzyme, Kinase-Glo Plus ATP luminescence, 45 min; Potency, µM (top dose mostly 76.8 µM), for the others: at the top dose activity, negative = inhibition, actives largely listed as inhibitors; hit rate 0.12% among 410,000; AID 624173; note: potency is the fitted concentration of half-maximal effect; nearly all actives have a fitted effect of over 50% in size
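Enzyme and substrate buffer are dispensed first and compound is pin-transferred. ADP at 130 uM final then starts the reaction, which runs 45 min at room temperature. Detection reagent is added for 10 min before luminescence is imaged.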
HCMV inh: blocks human cytomegalovirus replication; HFF cells, HCMV-luciferase reporter, 72 h; hits give low values; activity change, negative = inhibition, % at 57.5 µM; hit rate 4.5% among 410,000; AID 1259415; in the data active = activity change below about -60%; inconclusive = no clear call, values can overlap the other calls; inactive = above about -39%
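After 16 h attachment at 37C, HFF cells received test compound and HCMV-luciferase (1 PFU/cell); reporter luminescence read 72 h later, data normalized against buffer-only and known inhibitor Salinomycin.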
AmpC no deterg: AmpC beta-lactamase inhibition without detergent | P00811 | AmpC nitrocefin hydrolysis, absorbance 480 nm, 0.0001% Triton | Potency, µM (top dose mostly 57.1 µM), for inactives: at the top dose activity change, negative = inhibition, most hits filed as inhibitors | hit rate 0.52% among 330,000 | AID 485341;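 note: potency is the fitted concentration of half-maximal effect; plate controls were no compound for no effect and no enzyme for full effect; nearly all actives have a fitted effect of over 20% in size; some results filed as inactive show a strong effect at the top dose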
Target sequence (P00811 whole entry, looked up): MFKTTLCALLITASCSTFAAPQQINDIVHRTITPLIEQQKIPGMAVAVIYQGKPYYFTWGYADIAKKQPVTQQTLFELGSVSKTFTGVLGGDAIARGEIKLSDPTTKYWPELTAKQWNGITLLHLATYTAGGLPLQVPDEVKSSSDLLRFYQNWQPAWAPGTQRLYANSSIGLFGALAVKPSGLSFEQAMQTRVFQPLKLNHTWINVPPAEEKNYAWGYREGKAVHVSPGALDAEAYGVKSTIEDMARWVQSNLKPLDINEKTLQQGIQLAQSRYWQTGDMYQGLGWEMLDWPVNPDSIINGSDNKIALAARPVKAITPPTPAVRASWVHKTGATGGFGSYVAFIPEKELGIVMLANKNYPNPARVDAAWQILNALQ
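AmpC (5.3 nM in the dispensed reagent) in 20 mM phosphate pH 7.0 with 0.01% (detergent screen) or 0.0001% Triton X-100 was preincubated with compounds for 15 min at room temperature. Nitrocefin was then added from an 800 uM solution, and hydrolysis was followed at 480 nm.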
AmpC detergent: inhibitors of E. coli AmpC beta-lactamase with detergent; P00811; AmpC hydrolysis of nitrocefin, absorbance 480 nm, 0.01% Triton; Potency, µM (doses to about 114 µM), without a hit: at the highest dose activity change, negative = inhibition, actives largely listed as inhibitors; hit rate 0.041% among 370,000; AID 485294;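 note: potency is the fitted concentration of half-maximal effect; 0% = no-compound wells and -100% = no-enzyme wells; nearly all actives have a fitted effect of over 25% in size; some results filed as inactive show a strong effect at the top dose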
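20 mM phosphate pH 7.0 + 0.01% (detergent screen) or 0.0001% Triton X-100; 5.3 nM AmpC reagent; cpd preinc 15 min RT; nitrocefin (800 uM stock) to start; A480 q20 s × 4 min; Activity was normalised to no-enzyme and no-compound control wells.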
HCV inh: HCV inhibition; Huh7.5.1 HCVcc-Cre infection, luciferase reporter, 44 h; Potency, µM (series often up to 41.8 µM), without a hit: at the top dose activity change, negative = inhibition, most hits filed as inhibitors; hit rate 3.4% among 340,000; AID 651820; note: potency is the fitted concentration of half-maximal effect
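Infectious HCVcc-Cre (~0.5 moi) was added to cells just after compound, with cells seeded 4 h earlier at 1,000 per well. Luciferase activity after 44 h culture reported infection; substrate was incubated 15 min at room temperature before reading.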
AMA1 RON2 block: disrupts binding of P. falciparum AMA1 to RON2; AlphaScreen AMA1-biotinylated RON2 peptide binding; Potency, µM (doses to about 58.2 µM), inactives show at the top dose activity change, negative = inhibition, hits mostly inhibitors; hit rate 0.2% among 360,000; AID 720542;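 note: potency is the fitted concentration of half-maximal effect; 0% = vehicle wells and -100% = peptide control; nearly all actives have a fitted effect of over 45% in size; some results filed as inactive show a strong effect at the top dose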
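AMA1 (3D7) with his tag at 25 nM final met compounds first, then biotinylated RON2 peptide at 25 nM; detection used donor plus acceptor beads, 10 µg/mL apiece, read by AlphaScreen after 30 min at room temperature.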
LmPK inh: LmPK (Leishmania mexicana) enzyme inhibition. Potency, µM (doses to about 57.5 µM), for the others: top-dose activity change, negative = inhibition, actives largely listed as inhibitors. hit rate 0.37% among 290,000. AID 1721. purified LmPK, Kinase-Glo ATP luminescence, 1 h; note: potency is the fitted concentration of half-maximal effect
Target sequence (Q27686 whole entry, looked up): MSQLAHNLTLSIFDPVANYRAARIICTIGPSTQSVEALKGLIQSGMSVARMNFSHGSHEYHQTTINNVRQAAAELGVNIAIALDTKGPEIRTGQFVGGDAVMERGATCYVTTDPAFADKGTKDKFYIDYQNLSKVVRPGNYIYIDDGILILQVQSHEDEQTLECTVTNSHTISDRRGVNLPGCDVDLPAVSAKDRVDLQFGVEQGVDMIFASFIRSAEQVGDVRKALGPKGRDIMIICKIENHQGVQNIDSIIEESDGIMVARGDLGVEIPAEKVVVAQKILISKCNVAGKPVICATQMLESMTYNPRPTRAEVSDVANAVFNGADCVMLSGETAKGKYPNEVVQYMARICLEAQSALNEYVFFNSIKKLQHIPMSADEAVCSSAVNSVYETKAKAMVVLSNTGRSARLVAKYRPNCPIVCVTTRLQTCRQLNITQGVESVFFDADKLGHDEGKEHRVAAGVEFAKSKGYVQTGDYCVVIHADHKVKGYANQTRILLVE
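ATP generated from ADP (0.1 mM) and PEP (0.5 mM) by 0.1 nM LmPK over 1 h at room temperature (pH 7.2 imidazole buffer) was detected by coupled luciferase luminescence. Values were normalized to uninhibited and no-enzyme wells.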
* hit, by the source's call; ? = inconclusive; · = no result given; & = joins results of further samples; [ ] = dose if it differs, or a comment. Unless noted, calls come from the whole dose curve; as a rule, active = well fitted curve in the direction sought with a large enough effect; inconclusive = small, poorly fitted or top-dose-only effect, or another doubt; inactive = no such curve, though single readings can be large; an effect the other way counts as inactive or inconclusive. Unless noted, % is set by controls: 0 for no effect and ±100 for the full control effect.

SMILES	TbPYK inhibitor	HCMV inh	AmpC no deterg	AmpC detergent	HCV inh	AMA1 RON2 block	LmPK inh
CCOC(=O)C1CCC(CN(Cc2ccc(Cl)cc2)S(=O)(=O)c2cccc(Cl)c2C)CC1 (stereo not drawn)	-1%	5	·	7%	·	·	·
COC(=O)c1sccc1-c1ccc(C(N)=O)o1	·	·	-20%	4%	·	·	-1%
CCOc1ccc(CSC2=NCCN2)cc1Cl	-20%	35	-11%	-2%	?	53%[activator]	8%
CCc1cccc(C)c1N1C(=O)CN(Cc2ccccc2)C1=S	-5%	-12	-6%	?	-26%	-6%	-1%
CC1(C(=O)NCc2cccs2)CCN1C(=O)Cc1ccc(Cl)cc1Cl (stereo not drawn)	-3%	-27	·	·	·	0%	·
CS(=O)(=O)c1ccc(-n2nnc3ccccc32)c([N+](=O)[O-])c1	-4%	-1	-18%	2%	-11%	-16%	5%
O=C(Cc1cccs1)N/N=C/C=C/c1ccco1	-13%	-5	-26%	?	-2%[0.335 µM]	-9%	3%
COc1ccc(C(=O)Nc2nc3c(s2)CCCC3)cc1S(=O)(=O)N1CCCc2ccccc21	-4%	-66*	?	-5%	?	-4%	0%
COc1ccc(NS(=O)(=O)c2cccc(C(=O)NCC(c3cccs3)N3CCOCC3)c2)cc1 (stereo not drawn)	2%	-34	-5%	·	-5%	0%	·
Cc1cc(C)cc(NC(=O)CCc2nnc3n(CC(C)C)c(=O)c4ccccc4n23)c1	1%	-5	·	22%	·	·	·
COc1cc2nc(Nc3cccc(C)c3)nc(N)c2cc1OC	-5%	-27	·	17%	·	·	·
Cc1ccc(NC(=O)c2cccc3c2C(=O)N(C2CCCCC2)C3)c(Cl)c1	-6%	·	-19%	-12%	?	-12%	-3%
Cc1cc(N2C(=O)C=CC2=O)c([N+](=O)[O-])cc1C	28µM*	·	-35%	-15%	?	13%	?
COC(=O)C(C)Sc1nc(N)c(NC(=O)c2ccco2)c(=O)[nH]1 (stereo not drawn)	-3%	-1	-3%	8%	6%	15%	2%
CN(CC(=O)Nc1ccc(Cl)cc1)C(=O)CNC(=O)c1ccc(Br)o1	-2%	1	-27%	-12%	-9%	31%[activator]	·
Clc1ccc(-c2csc(N3CCc4ccccc4C3)n2)cc1	-7%	-2	-19%	2%	21%	-4%	5%
COc1cc(C(=O)NCCOc2cc(C)cc(C)c2)c(Br)c(OC)c1OC	-1%	47	121%[activator]	0%	?	0%	4%
O=C1c2ccccc2C(=O)N1CCC(O)C[N+](=O)[O-] (stereo not drawn)	-11%	6	-6%[2.29 µM]	?	-8%	10%	3%
CCOC(=O)C1(Cc2ccccc2)CCN(Cc2cc(=O)c3ccccc3[nH]2)CC1	-4%	38	14%	-3%	-21%	-6%	-5%
CCOc1nc(NC(C)C)nc(N2CC3CC(C2)c2cccc(=O)n2C3)n1 (stereo not drawn)	-24%	-17	0%	1%	10%	4%	6%
CCOC(=O)C1CCCCN1S(=O)(=O)c1ccc2c(c1)CC(C)N2C(=O)C1CCC1 (stereo not drawn)	-5%	-19	88%[activator]	5%	?	-2%	0%
C=CCSc1nc2c(c(-c3ccsc3)c1C#N)CN(C)CC2	-13%	-1	2%	2%	?	1%	-3%
COc1ccc(C(CNC(=O)c2oc3ccc(OC)cc3c2C)N2CCCC2)cc1 (stereo not drawn)	-4%	-16	87%[activator]	?	?	-16%	·
COc1ccc(C(=O)NC(=S)Nc2ccc(S(=O)(=O)Nc3cc(OC)ncn3)cc2)cc1	-1%	-17	-22%	-6%	?	28%	-2%
Cc1ccc(C(F)(F)F)cc1NC(N)=S	3%	?	-9%	8%	-9%	24%	5%
Cc1nc(NC(=O)/C=C/c2ccc(F)cc2)sc1C(=O)N(C)C	-5%	-5	-34%	1%	17%	0%	-1%
COC(=O)c1cncn1C(C)c1ccccc1 (stereo not drawn)	5%&-6%	17	-7%	2%	?	18%	1%
O=S(=O)(c1ccc(SCCOc2ccc(F)cc2)nc1)N1CCCC1	0%	?	-22%	7%	16µM*	50%[activator]	·
CCNC(=O)OCC(CC)NC(=O)OCC(C)C (stereo not drawn)	9%	0	0%	-13%	11%	0%	9%
O=C(O)CCn1cc(-c2ccc(Cl)cc2)nc1-c1ccncc1	0%	-20	-6%	?	?	3%	·

Six compounds drawn at random from the list so far:
SMILES	TbPYK inhibitor	HCMV inh	AmpC no deterg	AmpC detergent	HCV inh	AMA1 RON2 block	LmPK inh
CCOC(=O)C1CCCCN1S(=O)(=O)c1ccc2c(c1)CC(C)N2C(=O)C1CCC1 (stereo not drawn)	-5%	-19	88%[activator]	5%	?	-2%	0%
C=CCSc1nc2c(c(-c3ccsc3)c1C#N)CN(C)CC2	-13%	-1	2%	2%	?	1%	-3%
Cc1ccc(C(F)(F)F)cc1NC(N)=S	3%	?	-9%	8%	-9%	24%	5%
O=C1c2ccccc2C(=O)N1CCC(O)C[N+](=O)[O-] (stereo not drawn)	-11%	6	-6%[2.29 µM]	?	-8%	10%	3%
COc1cc(C(=O)NCCOc2cc(C)cc(C)c2)c(Br)c(OC)c1OC	-1%	47	121%[activator]	0%	?	0%	4%
CCNC(=O)OCC(CC)NC(=O)OCC(C)C (stereo not drawn)	9%	0	0%	-13%	11%	0%	9%

(further entries)
SMILES	TbPYK inhibitor	HCMV inh	AmpC no deterg	AmpC detergent	HCV inh	AMA1 RON2 block	LmPK inh
FC(F)(F)c1cccc(-c2nnc3ccc(C(F)(F)F)cn23)c1	-5%	-33	24%	-1%	?	16%	7%
CC(=O)c1cccc(N2C(=O)C3C(C(=O)Nc4cc(C)on4)C4(C)C=CC3(O4)C2C(=O)NC(C)(C)C)c1 (stereo not drawn)	1%	21	-17%	-2%	8%	-7%	0%
O=C(CCN1CCN(c2ccc(F)cc2)CC1)Nc1ccc(F)cc1	-4%	14	-4%	-14%	-4%	-5%	-2%
CCn1c2c(c(=O)n3ncc(C(=O)Nc4cccc(Cl)c4C)c13)CN(Cc1ccc(OC)cc1)CC2	?	?	·	4%	·	·	·
COc1ccc(CNC(=O)CSc2nc(-c3ccc(OC)cc3)cc(C(F)(F)F)n2)cc1	4%	-14	·	6%	·	·	·
COCCN1C(=O)c2ccc(C(=O)O)cc2C1=O	-7%	0	-2%	-8%	9%	8%	-5%
CCOC(=O)N(C)C[C@@H]1OCc2cnnn2CCCC(=O)N([C@H](C)CO)C[C@H]1C	5%	-2	·	·	·	0%	·
OCCCNc1ncnc2c1ncn2[C@H]1CN(Cc2cccs2)C[C@@H](CO)O1	0%	-23	·	·	·	5%	·
O=C(NCCc1ccccc1F)c1ccc2c(c1)OCCO2	-19%	-99*	-13%	-11%	4%	-7%	?
CCCc1nnc2c(N(C)S(=O)(=O)c3ccc(C)cc3)nc3ccccc3n12	2%	-69*	-17%	-13%	11%	-4%	2%
CCCC12CN3CCN(C1)CC(CCC)(C3)C2=O	0%	0	2%	8%	19%	-2%	1%
CCOC(=O)c1nn(-c2ccc(F)cc2)c2nc(-c3ccccc3)c(C#N)c(=O)n12	-2%	?	-15%	?	-18%	2%	2%
O=[N+]([O-])c1ccc2nccn2c1	2%	-24	-9%	-6%	13%	2%	-2%
COC(=O)c1ccccc1NC(=O)c1cccc(NC(=O)CSCc2ccccc2)c1C	7%	?	-31%	-10%	?	3%	1%
CCCCOC(=O)c1cc(=O)[nH]c2ccccc12	-5%	·	-21%	0%	6%	1%	2%
CCOC(=O)/C(C(N)=NCC(C)C)=C(/O)c1ccccc1	5%	35	0%	2%	?	7%	-1%
O=C(Nc1cc(C(F)(F)F)ccc1N1CCCC1)c1ccc2c(c1)OCO2	-5%	-14	-15%	6%	-44%	6%	6%
CCCc1nnc(NC(=O)NCCN2C(=O)C3C4C=CC(C4)C3C2=O)s1 (stereo not drawn)	3%	23	-14%	1%	-2%	8%	5%
Nc1cccc(C(=O)Nc2ccc3nc(-c4cccnc4)[nH]c3c2)c1	9%	-33	-32%	?	?	-8%	-1%
CC(C)[C@]12O[C@H]1[C@@H]1O[C@]13[C@]1(O[C@H]1C[C@H]1C4=C(CC[C@@]13C)C(=O)OC4)[C@@H]2O	·	·	-10%	-4%	·	·	2%
Cc1nn(C)c(C)c1NS(=O)(=O)c1ccc(Cl)cc1	-3%	14	-5%	-8%	?	27%	·
Cc1n[nH]c(=O)c2c(NC(=O)COC(=O)Cc3ccc(Cl)cc3Cl)oc(C)c12	-10%	-17	-16%	-3%	9%	12%	·
CC1Cc2cc(S(=O)(=O)NCc3ccccc3)ccc2N1C(=O)C1CC1 (stereo not drawn)	2%	-10	-15%	2%	?	-7%	-5%
Cc1c(C(=O)NCc2ccc3c(c2)OCO3)oc2ccc(Br)cc12	3%	-32	-17%	3%	5%	-5%	4%
CSCCC(NC(=O)c1cccc(C)c1)C(=O)OCC(=O)NC(=O)c1cccn1C (stereo not drawn)	4%	24	-21%	-6%	19%	-8%	-4%
Cc1nn(C)cc1CN(C)C(=O)c1nn2c(c1Br)NC(c1cccs1)CC2C(F)(F)F (stereo not drawn)	-9%	-31	0%[2.29 µM]	-2%	-19%	-2%	-4%
O=C(Nc1cc(-c2nc3ccccc3o2)ccc1Cl)c1ccc(N2CCCCC2)c([N+](=O)[O-])c1	4%	65	·	-1%	·	·	·
CC(Sc1nnc2c(n1)[nH]c1ccccc12)C(=O)NC1CCCCC1 (stereo not drawn)	5%	-30	-22%	0%	5.6µM*	6%	-7%
COc1cccc(NC=C2C(=O)OC3(CCCCC3)OC2=O)c1	6%	18	-6%	?	2%	5%	3%
CC(C)OCCCn1c(SCC(=O)N2CCCC2=O)nc2ccccc2c1=O	2%	-35	38%	?	17%	26%	·
COc1ccc(-c2c(C)n([O-])c3c([n+]2=O)CCCC3)cc1OC	·	·	-1%	3%	·	·	-1%
COc1ccc(OC)c(NC(=O)C(C#N)=Cc2ccco2)c1	-3%	-5	·	·	-15%	?	·
NC(=O)SCC(=O)Nc1cccc(Cl)c1	-4%	-28	-16%	3%	-11%	33%[activator]	-1%
N#Cc1nc(-c2ccco2)oc1N1CCN(C(c2ccccc2)c2ccccc2)CC1	-6%	5	-21%	?	11%	-23%	5%
CCCCC(=O)Nc1sc2c(c1-c1nc3ccccc3s1)CCN(C(C)=O)C2	·	·	0.5µM*	?	?	·	-2%
Cc1ccc(C(=O)N2CCN(c3ccccn3)CC2)cc1Cl	-9%	-5	28%	-2%	17%	-1%	2%
COc1ccc(OC)c(NC(=O)Nc2cc(C(=O)O)ccc2C)c1	-6%	-23	-20%	2%	3%	-6%	4%
O=c1[nH]n(-c2ccc(Cl)cc2)c2ncccc12	3%	-16	-20%	-11%	-2%	0%	-1%

Screening results as filed in PubChem BioAssay.
